BoNT-F LC inh: BoNT F light chain protease inhibition; Multiplex microsphere protease cleavage assay, flow cytometry; inhibition, % at 10 µM; actives 0.22% (n = 360,000); AID 588497; in the data active means inhibition above about 35%, passing the limit was not always enough; inconclusive means no clear call, values can overlap the other calls; further: plate controls were buffer without enzyme for full effect and enzyme alone for no effect
UGM FP inh: blocks M. tuberculosis UGM enzyme; P9WIQ1; purified UGM, fluorescence polarization probe displacement; inhibition, % at 10 µM; actives 0.06% (n = 320,000); AID 504406; in the data active means inhibition above about 10%, passing the limit was not always enough; inconclusive means no clear call, values can overlap the other calls
Target sequence (P9WIQ1 whole entry, looked up): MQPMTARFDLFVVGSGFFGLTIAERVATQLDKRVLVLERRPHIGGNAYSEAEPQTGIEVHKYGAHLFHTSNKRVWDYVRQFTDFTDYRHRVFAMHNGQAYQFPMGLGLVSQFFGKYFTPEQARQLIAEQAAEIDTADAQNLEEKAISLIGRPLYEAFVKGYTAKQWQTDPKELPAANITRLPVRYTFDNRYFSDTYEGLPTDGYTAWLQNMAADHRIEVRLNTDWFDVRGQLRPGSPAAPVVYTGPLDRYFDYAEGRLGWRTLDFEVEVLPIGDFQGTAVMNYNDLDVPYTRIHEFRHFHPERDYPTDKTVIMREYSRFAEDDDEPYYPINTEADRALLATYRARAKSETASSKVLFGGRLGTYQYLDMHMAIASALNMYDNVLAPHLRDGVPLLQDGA
Mtb FBA inh: inhibits M. tuberculosis FBA enzyme; P9WQA3; purified M. tuberculosis FBA, fluorescence read-out; inhibition, % at 1 µM; actives 2.3% (n = 360,000); in the data active means inhibition above about 27%;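 further: 0% = vehicle and 100% = reference inhibitor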
Target sequence (P9WQA3 whole entry, looked up): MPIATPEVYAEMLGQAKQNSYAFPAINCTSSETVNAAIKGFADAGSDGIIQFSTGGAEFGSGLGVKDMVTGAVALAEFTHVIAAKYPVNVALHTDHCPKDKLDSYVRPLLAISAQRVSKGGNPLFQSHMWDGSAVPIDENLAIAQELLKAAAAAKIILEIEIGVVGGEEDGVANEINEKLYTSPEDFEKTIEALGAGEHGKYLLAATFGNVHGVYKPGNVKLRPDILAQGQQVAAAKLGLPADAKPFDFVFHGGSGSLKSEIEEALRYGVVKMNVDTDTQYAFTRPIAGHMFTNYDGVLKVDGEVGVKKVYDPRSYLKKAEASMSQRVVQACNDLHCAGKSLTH
GDH-TPI counter: GDH-TPI coupled enzyme inhibition counter-screen; actives 1.2% (n = 360,000); inhibition, % at 4.8 µM; AID 588335; GDH-TPI coupled enzyme counterscreen, NADH absorbance; in the data active means inhibition above about 30%;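 further: 0% = DMSO wells and 100% = wells lacking the enzyme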
BoNT A protease: BoNT A light chain protease inhibition; multiplex microsphere protease substrate cleavage, flow cytometry; inhibition, % at 10 µM; actives 0.17% (n = 360,000); further: plate controls were buffer without enzyme for full effect and enzyme alone for no effect
FadD28 binding: blocks FadD28 binding to the bisubstrate probe; actives 0.22% (n = 360,000); AID 588549; fluorescence polarization; inhibition, % at 12.5 µM; in the data active means inhibition above about 8.5%, passing the limit was not always enough; inconclusive means no clear call, values can overlap the other calls
Mtb BioA inh: inhibitors of Mycobacterium tuberculosis BioA enzyme; purified M. tuberculosis BioA enzyme, plate reader; AID 602481; inhibition, % at 9.99 µM; actives 0.096% (n = 360,000); in the data active means inhibition above about 40%; inconclusive means no clear call, values can overlap the other calls
PfHsp40 yeast: restores yeast growth despite PfHsp40 toxicity; S. cerevisiae expressing PfHsp40, growth rescue, ATP luminescence; growth rescue, % at 12.5 µM; actives 0.68% (n = 340,000); in the data active means growth rescue above about 28%, passing the limit was not always enough; inconclusive means no clear call, values can overlap the other calls;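 further: yeast W303a lacking pdr1 and pdr3 grown in galactose medium; growth measured after three days at 30 °C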
Anthrax LF inh2: anthrax lethal factor protease inhibition. P15917. multiplex microsphere protease cleavage assay, LF. inhibition, % at 10 µM. actives 0.12% (n = 360,000). AID 588501; further: plate controls were buffer without enzyme for full effect and enzyme alone for no effect
Active calls of the source: *; ? = inconclusive; . = no result given. Unless noted, no stated cut-off is given here; in the data, active means inhibition above about 30%; inconclusive means no clear call, values can overlap the other calls; inactive means below that.

SMILES | BoNT-F LC inh | UGM FP inh | Mtb FBA inh | GDH-TPI counter | BoNT A protease | FadD28 binding | Mtb BioA inh | PfHsp40 yeast | Anthrax LF inh2
N#Cc1ccc(Cl)cc1NC(=O)CNCc1cccs1 | -27.4 | 1.1 | 0.4 | -3.4 | -5.5 | -3.3 | -0.7 | 1.3 | 5.9
COC(=O)c1cc(NC(=O)CSc2nncn2C)cc(C(=O)OC)c1 | 1.0 | 1.8 | -3.1 | -2.1 | -1.1 | -3.8 | -0.1 | 0.1 | -2.0
Cc1ccccc1-c1cc(C(=O)NCc2cccs2)n(CC2CC(c3cccnc3)=NO2)n1 (configuration not stated) | -0.1 | 3.0 | 3.8 | 6.9 | 0.3 | -1.1 | 0.5 | 0.5 | 7.1
Cc1ccc(-c2n[nH]c(Cc3ccccc3)n2)cc1 | -6.9 | -2.9 | 1.5 | 5.0 | -2.2 | -0.9 | -0.6 | 0.0 | -1.7
O=C(O)c1ccc(NS(=O)(=O)c2cccc(C(=O)Nc3ccc([N+](=O)[O-])cc3)c2)cc1 | ? | 2.0 | 0.5 | 18.8 | -8.5 | -3.2 | 0.2 | 1.1 | -2.7
CCOC(=O)c1c(-c2ccc(C)cc2)cn2ccccc12 | -9.0 | -1.4 | 88.8* | 11.9 | -0.9 | -2.0 | 0.7 | 6.1 | -3.7
COc1ccc(-c2ccc3c(c2)S(=O)(=O)c2cccc(C(=O)NC[C@@H]4CCCO4)c2C3=O)cc1OC | -0.7 | 3.3 | -1.2 | 27.4 | 0.2 | 0.1 | -0.1 | -0.3 | -1.5
COc1ccccc1NC(=O)CSc1nncn1-c1ccccc1 | ? | -0.7 | -0.7 | -9.8 | -1.3 | -1.9 | 5.0 | -2.1 | -1.8
COc1ccc(S(=O)(=O)Nc2ccccn2)cc1OC | -2.0 | 1.3 | -2.3 | 13.9 | -1.4 | 0.6 | -3.0 | -0.8 | -1.5
CCn1cnc2c1c(=O)n(Cc1csc(-c3ccccc3)n1)c(=O)n2Cc1ccccc1 | -9.5 | -0.3 | -2.7 | 7.8 | 0.8 | -4.2 | -0.5 | 0.9 | 1.3
CCOc1ccc(S(=O)(=O)NCC2(N3CCCCC3)CCCCC2)cc1 | . | . | -1.7 | -3.5 | . | -2.5 | 0.1 | -0.3 | .
CC(C)CC(NS(=O)(=O)c1cccc(C(=O)O)c1)C(=O)O (configuration not stated) | -7.8 | 2.8 | -0.4 | 0.0 | -0.3 | 0.0 | -0.2 | -0.3 | -4.1

Limited to Anthrax LF inh2, BoNT A protease and BoNT-F LC inh (4 entries from above):
SMILES,Anthrax LF inh2,BoNT A protease,BoNT-F LC inh
CCOC(=O)c1c(-c2ccc(C)cc2)cn2ccccc12,-3.7,-0.9,-9.0
COc1ccc(-c2ccc3c(c2)S(=O)(=O)c2cccc(C(=O)NC[C@@H]4CCCO4)c2C3=O)cc1OC,-1.5,0.2,-0.7
COc1ccccc1NC(=O)CSc1nncn1-c1ccccc1,-1.8,-1.3,?
COc1ccc(S(=O)(=O)Nc2ccccn2)cc1OC,-1.5,-1.4,-2.0

Next section:
SMILES | BoNT-F LC inh | UGM FP inh | Mtb FBA inh | GDH-TPI counter | BoNT A protease | FadD28 binding | Mtb BioA inh | PfHsp40 yeast | Anthrax LF inh2
N#CC1=C2SCN(Cc3ccccc3)CN2C(=O)CC1c1cccs1 (configuration not stated) | -2.6 | 2.4 | -1.4 | 8.7 | -0.1 | 1.3 | -1.1 | 0.2 | 3.6
COCCOC(=O)C1=C(N)OC(C)=C(C(=O)OC)C12C(=O)Nc1ccccc12 (configuration not stated) | -10.7 | 2.8 | 0.7 | 2.1 | -0.7 | 2.3 | -2.3 | 0.5 | -3.1
NC(=O)c1ccc(Nc2ccc([N+](=O)[O-])cc2[N+](=O)[O-])cc1 | -7.1 | 0.0 | -6.9 | 28.1 | 0.1 | -0.9 | . | 0.9 | 3.8
Cc1ccc(CNC(=O)CN(c2ccc(C)cc2)S(=O)(=O)c2c(C)n[nH]c2C)cc1 | 0.1 | 4.4 | -1.7 | 4.3 | -1.3 | 0.3 | 1.3 | 1.0 | -4.0
O=C1COc2ccc(S(=O)(=O)N3CCN(c4ccccc4)CC3)cc2N1 | 5.9 | -0.7 | -4.1 | 2.2 | 2.0 | 1.1 | -2.7 | 1.1 | 1.6
Cn1c(C(=O)N(Cc2ccccc2)Cc2cccs2)cc2sccc21 | -19.8 | -1.3 | 2.9 | 1.8 | -2.0 | -1.0 | -1.1 | 0.0 | -5.9
CCOC(=O)c1csc(COc2ccccc2Cl)n1 | -0.4 | 0.8 | -1.2 | -8.8 | 0.6 | -2.8 | . | -0.6 | -3.7
C=CCn1c(SCC(=O)c2ccc(O)c(O)c2)nnc1-c1cccc(OC)c1 | -3.1 | 3.3 | -1.1 | 19.6 | 0.0 | 0.4 | -1.0 | -1.2 | -4.2
CCc1nc2c(OCc3ccc(Cl)cc3)cccn2c1N(C=O)Cc1ccc(OC)cc1 | 0.9 | . | -1.2 | 5.6 | -0.4 | -9.8 | 0.3 | . | -11.2
COc1ccc(OCC(=O)Nc2sc3c(c2C(=O)NCC2CCCO2)CCC3)cc1 (configuration not stated) | 2.0 | 0.4 | 0.9 | 9.8 | 1.0 | -2.6 | -1.4 | 0.8 | -2.8
CCOC(=O)N1CCN(Cc2nnc(-c3ccccc3Cl)o2)CC1 | -14.2 | -1.1 | -1.9 | 1.5 | -2.2 | -1.2 | . | 5.1 | 8.6
CC1(C)CC(=O)C(C=Nc2cccnc2)=C(O)C1 | -3.0 | 1.0 | 1.6 | 30.3 | -0.3 | -0.2 | 0.4 | 0.4 | -2.5
CC(=O)Nc1cc2c(cc1[N+](=O)[O-])-c1ccc(F)cc1C2 | -0.7 | . | 0.0 | -2.3 | -0.1 | -2.4 | 0.7 | -0.9 | 1.5
COc1ccc(NC(=S)NC(=O)/C=C/c2ccco2)c(OC)c1 | . | 2.8 | 0.2 | 19.7 | . | -2.1 | -0.3 | 8.7 | .
O=C(COc1ccccc1-c1ccccc1)c1ccccc1 | -5.9 | . | 0.8 | 8.6 | 0.1 | 0.8 | 5.6 | 1.4 | -1.3
NC(=O)C(c1ccccn1)c1ncc(C(F)(F)F)cc1Cl (configuration not stated) | 2.3 | 3.0 | 4.6 | -3.2 | -1.5 | -0.2 | . | -1.1 | 4.2
O=C(COC(=O)COc1ccc(Cl)cc1)Nc1ccc(F)c([N+](=O)[O-])c1 | 3.6 | 0.9 | -1.9 | 0.0 | 0.3 | -5.6 | 0.5 | 0.4 | -0.5
CC(NC(=O)Cn1cccc1)c1ccccc1 (configuration not stated) | 5.6 | -2.7 | 1.6 | 2.9 | -4.7 | 1.5 | 0.4 | 0.1 | -9.1
O=Cc1cn(-c2ccccc2)nc1-c1cc2cc(O)ccc2oc1=O | 10.1 | -0.7 | 32.2* | 33.5* | 1.2 | -2.9 | . | -0.5 | 2.3
Cc1c(NC(=O)c2cccc(NC(=O)C(C)Oc3ccccc3)c2)c(=O)n(-c2ccccc2)n1C (configuration not stated) | -1.8 | . | -1.6 | 0.0 | -0.3 | -1.6 | -0.3 | . | -5.0
COc1ccccc1CCNC(=O)C(=O)Nc1cc2c3c(c1)CC(=O)N3CCC2 | 7.2 | 0.7 | 0.5 | 11.0 | 1.9 | 0.7 | 0.4 | 0.1 | 2.3
CC(C)(C)n1nc2c(c1NC(=O)c1ccc(S(=O)(=O)N3CCCC3)cc1)CS(=O)C2 (configuration not stated) | -5.4 | 2.6 | -0.2 | -2.2 | -0.7 | -1.0 | 0.4 | -0.4 | -1.5
COc1ccc(-n2nnc3c(SCC(=O)NCC4CCCO4)ncnc32)cc1 (configuration not stated) | 5.2 | -0.8 | 0.9 | -6.9 | 0.2 | -6.8 | . | 1.6 | 6.3
COc1cc(NC(=O)c2ccccc2C)c(OC)cc1NC(=O)CN1CCOCC1 | 0.5 | -1.2 | -1.2 | -0.3 | -0.2 | -2.9 | . | 2.1 | -3.5
Cc1ccc(NC(=O)CS(=O)(=O)c2cn(C)c3ccccc23)c(C)c1 | -6.7 | 2.1 | 2.2 | -4.3 | 0.0 | -0.2 | -0.7 | -1.7 | -3.9
CC(=O)c1ccc(NC(=O)CN2CCN(c3ccccc3)CC2)cc1 | ? | 0.7 | -1.1 | -18.2 | 2.0 | -2.8 | 54.7* | 0.0 | -4.6
Cc1cccc(OCC(=O)Nc2nnc(S(=O)(=O)N3CCCCC3)s2)c1 | -5.1 | 3.5 | -2.8 | 0.5 | -0.1 | -1.0 | 1.0 | 0.3 | -0.2
O=S(=O)(c1ccc(Cl)c(NC(=S)N/N=C/c2ccc(O)cc2)c1)N1CCOCC1 | -8.1 | -0.6 | -3.3 | 27.2 | -0.4 | -9.6 | . | 1.5 | -2.9
CC1CCCN(C(=O)COC(=O)Cc2ccc(Cl)cc2)C1 (configuration not stated) | 10.1 | 3.2 | 1.2 | 3.7 | -0.4 | . | . | 0.5 | 10.9
COc1ccc(NC(=O)c2ccc(C)o2)c([N+](=O)[O-])c1 | -0.5 | 2.4 | -1.3 | 8.3 | 0.6 | 1.0 | . | 1.5 | -2.2
CC1CC(=O)Nc2ccccc2N1S(=O)(=O)c1ccc(C(F)(F)F)cc1 (configuration not stated) | -58.5 | -1.8 | 1.4 | 4.9 | -38.6 | -2.2 | -0.9 | -1.0 | -10.1
CN(CC(=O)Nc1ccc(Cl)c(Cl)c1)C(=O)c1ccccc1SCC(=O)N1CCCC1 | -3.2 | . | 3.1 | 0.4 | -0.2 | -3.3 | 1.8 | . | -1.7
CC(=O)c1ccc(-c2[nH]c3ccccc3c2CCN2C(=O)c3ccccc3C2=O)cc1 | 3.9 | . | -1.0 | 6.2 | -0.2 | -1.6 | 0.6 | 1.5 | -3.0
COc1ccc(C(=O)NCc2cn3c(C)csc3n2)cc1OC | -2.8 | -0.7 | 0.5 | 11.9 | 0.0 | -0.4 | 2.5 | -1.2 | -5.2
COc1ccc(OC)c(N(CC(=O)Nc2ccc(NC(C)=O)cc2)S(C)(=O)=O)c1 | -8.9 | 1.4 | -0.6 | 4.2 | -0.7 | -2.1 | 1.9 | -1.3 | -1.9
O=C(COC(=O)Cc1ccc(Cl)c(Cl)c1)NCCc1ccccc1 | -3.7 | . | 1.8 | 12.4 | 0.4 | -3.9 | -0.2 | . | -1.5
CCn1c(SCC(=O)Nc2ccccc2C(=O)OC)nnc1-c1ccoc1C | -5.2 | -4.1 | 1.7 | 0.0 | -0.5 | -2.4 | -0.5 | -0.8 | -2.4
Clc1ccc(-c2cn3ccccc3n2)cc1 | ? | 1.3 | 22.1 | 6.4 | -2.3 | -0.6 | -0.7 | -0.3 | 16.0
COCCCNC(=O)Cc1ccc(-n2c(C)nc3cccnc32)cc1 | -20.9 | -0.7 | 5.4 | 12.0 | 3.1 | 1.0 | -3.5 | 4.0 | -6.2
COc1ccc2c(c1)CCCC21NC(=O)N(CC(N)=O)C1=O (configuration not stated) | 1.7 | . | 0.1 | -9.6 | 0.2 | -4.6 | -1.5 | -0.2 | -1.3
Cc1nc2sc(C(c3ccco3)N3CCN(c4ccccc4)CC3)c(O)n2n1 (configuration not stated) | -2.7 | -2.0 | 2.9 | 8.6 | -0.5 | 2.2 | 2.5 | -0.2 | 4.5
COc1cc(OC)c(C(=O)OCC(=O)N2CC(=O)Nc3ccccc32)cc1OC | -1.7 | -0.3 | 4.0 | 1.9 | -0.2 | -0.2 | -5.8 | -2.7 | -2.6
COc1ccc(C(=O)NNC(=O)Nc2ccc(C)cc2)cc1 | 6.5 | 3.3 | 0.1 | 1.8 | 0.3 | 0.3 | . | 0.9 | -5.2
Clc1ccc(OCCCN2CCc3ccccc3C2)c(Br)c1 | -22.2 | -5.5 | -2.9 | -0.8 | -0.6 | -2.1 | -2.0 | 0.7 | 12.6

High-throughput results deposited in PubChem by several laboratories.

No enrichment for hits; any-hit rate near 4.7%.
